NSD2 inh: NSD2 histone methyltransferase inhibitors, primary screen, biochemical, AlphaScreen, single concentration, set 2; Histone-lysine N-methyltransferase NSD2 (Homo sapiens), O96028; NSD2 peptide methylation, 120 min; inhibition, % at 12.5 µM; 310,000 compounds, 0.54% hits; AID 743445, 2014; in the data active = inhibition above about 50%
cardiac RTF act: cardiac RTF calcium sensitivity activators, primary screen, biochemical, IANBD-TnC fluorescence, EC20 calcium | Troponin I, cardiac muscle (Homo sapiens) + Troponin T, cardiac muscle (Homo sapiens) + … | IANBD-labeled TnC RTF fluorescence at EC20 calcium; 0% EC20 calcium, 100% full calcium | activation, % at 7.2 µM | 340,000 compounds, 0.24% hits | AID 493008, 2010;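 active = activation above the mean over all tested compounds plus 3 SD, cut at about 30% in these data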;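 also: rise in fluorescence read as greater calcium sensitivity of cardiac thin filaments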
Rtt109 HAT inh: inhibitors of C. albicans Rtt109/Vps75 HAT, primary screen, biochemical, ThioGlo CoA-SH fluorescence, plate reader | 330,000 compounds, 0.16% hits | AID 540336, 2011 | purified Rtt109/Vps75, 4 h | inhibition, % at 34.9 µM | Histone acetyltransferase RTT109 (Candida albicans (strain SC5314 / ATCC MYA-2876)), …;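 active = inhibition of at least 50% in every replicate; inconclusive = best replicate reaches 50% inhibition but some replicates fall short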
RTF Ca sens inh: cardiac RTF calcium sensitivity inhibitors, primary screen, biochemical, IANBD-TnC fluorescence, EC70 calcium | inhibition, % at 7.15 µM | 340,000 compounds, 0.12% hits | Troponin I, cardiac muscle (Homo sapiens) + Troponin T, cardiac muscle (Homo sapiens) + … | IANBD-labeled cardiac RTF, Ca2+ fluorescence | AID 493244, 2011;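 active = inhibition above the mean inhibition of all tested compounds plus 3 SD, cut at about 17% in these data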;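 also: assay run at fixed EC70 calcium of 1.6 mM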
CDK5 p35 inh: inhibitors of human CDK5/p35 kinase, primary screen, biochemical, single concentration; Cyclin-dependent kinase 5 (Homo sapiens) + Cyclin-dependent kinase 5 activator 1 (Homo …; Recombinant CDK5/p35, ADP-Glo luminescence, 60 min; inhibition, % at 10 µM; 330,000 compounds, 0.01% hits;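 active = highest replicate inhibition of at least 50% and at least 75% of replicates reaching 50%; inconclusive = only one of the two criteria met; inactive = both criteria failed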;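 also: plate controls were DMSO neutral control for no effect and GW8510 at 10 µM for full effect; many of its hits are not listed in these tables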
PfHsp90 set2: growth inhibition of PfHsp90-expressing yeast, primary screen, antimalarial PfHsp90 inhibitor project, S. cerevisiae, BacTiter-Glo luminescence, single point, set 2 | BacTiter-Glo ATP, 48 h; yeast lacking PDR1 and PDR3 efflux regulators | inhibition, % at 9.4 µM | 310,000 compounds, 0.32% hits;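 active = every replicate shows inhibition above about 80%, whatever the replicate mean, limit read from the data; inconclusive = mean inhibition reaches the set limit but some replicate falls short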;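 also: 0% = DMSO neutral controls and 100% = 20 µM radicicol positive controls; yeast relying on Plasmodium falciparum Hsp90 in place of its own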
Keap1 Nrf2 FP: Keap1-Nrf2 protein-protein interaction inhibitors, primary screen, biochemical, fluorescence polarization, single point; Kelch-like ECH-associated protein 1 (Homo sapiens), Q14145; Keap1 Kelch-Nrf2 peptide fluorescence polarization, 1536-well; inhibition, % at 9.4 µM; 340,000 compounds, 0.15% hits; in the data active = inhibition above about 12%; inconclusive = no clear call, values can overlap the other calls; inactive = below about 7.3%;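 also: human Keap1 Kelch domain with fluorescein labeled Nrf2 9mer peptide probe; 0% = neutral control wells and 100% = peptide positive control; higher means more block of Keap1 binding to Nrf2 peptide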
Target sequence (Q14145 whole entry, looked up, the tested form may be a part): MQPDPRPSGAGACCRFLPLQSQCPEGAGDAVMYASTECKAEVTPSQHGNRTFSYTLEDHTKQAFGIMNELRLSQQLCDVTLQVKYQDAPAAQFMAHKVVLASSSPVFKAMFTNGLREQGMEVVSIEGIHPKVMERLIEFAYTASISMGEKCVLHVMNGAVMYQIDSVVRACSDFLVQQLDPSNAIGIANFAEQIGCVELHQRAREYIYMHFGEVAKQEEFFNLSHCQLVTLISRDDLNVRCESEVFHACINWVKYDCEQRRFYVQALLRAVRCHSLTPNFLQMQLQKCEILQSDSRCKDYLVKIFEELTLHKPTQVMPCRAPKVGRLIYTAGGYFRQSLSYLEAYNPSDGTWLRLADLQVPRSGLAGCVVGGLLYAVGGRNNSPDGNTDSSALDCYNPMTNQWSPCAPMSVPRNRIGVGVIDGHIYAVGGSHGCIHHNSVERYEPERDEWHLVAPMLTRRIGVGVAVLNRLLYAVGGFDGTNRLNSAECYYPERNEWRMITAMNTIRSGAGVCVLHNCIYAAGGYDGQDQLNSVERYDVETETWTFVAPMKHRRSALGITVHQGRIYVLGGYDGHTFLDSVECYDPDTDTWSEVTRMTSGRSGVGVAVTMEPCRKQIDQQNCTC
dFosB activator: activators of delta FosB homodimer, primary screen, biochemical, fluorescence polarization, TAMRA-CDK5 oligo, single point. Protein FosB (Mus musculus), P13346. purified delta FosB; percent of positive-control signal above neutral wells. activation, % at 25 µM. 340,000 compounds, 0.99% hits. AID 493131, 2011;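 active = mean activation above about 17%, with every replicate also reaching it, limit read from the data, passing the limit was not always enough; inconclusive = only one of the two conditions met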;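 also: fluorescence polarization rise as delta FosB binds a TAMRA Cdk5 AP-1 oligo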
Target sequence (P13346 whole entry, looked up): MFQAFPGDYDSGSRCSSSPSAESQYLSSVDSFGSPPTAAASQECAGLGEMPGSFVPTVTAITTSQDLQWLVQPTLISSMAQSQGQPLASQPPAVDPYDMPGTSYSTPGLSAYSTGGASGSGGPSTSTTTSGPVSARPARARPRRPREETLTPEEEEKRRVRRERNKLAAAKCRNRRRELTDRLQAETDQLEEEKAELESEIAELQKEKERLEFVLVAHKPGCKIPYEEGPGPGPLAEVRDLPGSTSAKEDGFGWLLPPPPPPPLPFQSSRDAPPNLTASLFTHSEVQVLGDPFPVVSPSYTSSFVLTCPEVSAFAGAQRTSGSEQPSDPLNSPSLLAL
Mot1-301 SUMO: yeast Mot1-301 growth rescue at high temperature, primary screen, SUMOylation pathway inhibitor project, S. cerevisiae, ATP luminescence, 38.5C; S. cerevisiae Mot1-301 growth rescue; percent above DMSO median, 100 means doubled; growth rescue, % at 18.8 µM; 320,000 compounds, 1% hits;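 active = every valid replicate shows activation above 250% relative to neutral control wells; inactive = the rest, any valid replicate at or below 250%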;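 also: OY570 slx delta 5 strain wells were the positive control but not used for scaling; some compounds called inactive have numbers as strong as hits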
C-LANA FP: inhibitors of KSHV C-LANA binding to DNA, primary screen, biochemical, fluorescence polarization, FAM-LBS DNA, MBP-C-LANA, single point | 340,000 compounds, 0.078% hits | Kaposi's sarcoma herpesvirus LANA C-terminal domain (residues 932-1162) DNA binding | inhibition, % at 9 µM;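 active = highest replicate inhibition at or above 60% at 9 µM, even if other replicates fall short; inactive = all replicates below 60% inhibition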;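 also: 0% = neutral control wells and 100% = 4 µM acridine orange control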
PvdQ acylase: P. aeruginosa PvdQ acylase inhibitors, primary screen, biochemical, fluorescence, plate reader and imaging, single point. PvdQ acylase [Pseudomonas aeruginosa LESB58]. purified PvdQ acylase. inhibition, % at 10 µM. 340,000 compounds, 0.063% hits. AID 488965, 2010; in the data active = inhibition above about 30%, passing the limit was not always enough; inconclusive = no clear call, values can overlap the other calls;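 also: 0% = vehicle neutral wells and 100% = reference inhibitor wells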
An asterisk follows results filed as active; i = inactive; u = inconclusive; x = no result given; + = active, no number.

compound	NSD2 inh	cardiac RTF act	Rtt109 HAT inh	RTF Ca sens inh	CDK5 p35 inh	PfHsp90 set2	Keap1 Nrf2 FP	dFosB activator	Mot1-301 SUMO	C-LANA FP	PvdQ acylase
O=C(NNC(=S)NC(=O)c1ccccc1)c1cccc([N+](=O)[O-])c1	1	-3	-5	1	1.7	26	-4	4	-1	1.0	-2
CCOC(=O)[C@H]1[C@H]2COc3ccc(Cl)cc3[C@@H]2N2C(=O)CN(Cc3ccc(F)cc3)C(=O)[C@@]12C	x	-1	0	-14	0.2	19	3	-3	-13	0.6	-12
c1cncc(-c2csc(NCc3ccco3)n2)c1	0	1	-9	2	x	11	1	-4	5	-2.6	2
CCOC(=O)c1c(-c2cccc([N+](=O)[O-])c2)csc1NC(=O)CCCOc1ccccc1OC	0	3	2	3	1.5	23	2	-5	x	1.0	-6
O=C(COC(=O)c1cccc([N+](=O)[O-])c1)NNC(=O)c1cccs1	-2	-4	6	0	-1.9	-8	-2	-5	-8	-0.5	-3
O=C(Nc1cccc(C(F)(F)F)c1)N1CCN(C(=O)Nc2cccc(C(F)(F)F)c2)CC1	8	8	-5	-8	-1.0	-12	-8	-4	-9	-0.7	-3
O=c1c2ccccc2nc2n1CCc1c-2[nH]c2ccccc12	x	1	-1	-13	0.4	-3	-1	7	92	-1.4	0
COCCn1c(=NC(=O)CCS(=O)(=O)c2ccccc2)sc2cc(C)ccc21	x	3	1	2	2.7	-12	-7	-1	5	0.5	-3
O=C(NC(=S)NCCc1ccc(Cl)cc1)c1ccco1	-1	2	-6	5	0.9	7	-4	-10	10	0.0	-15
Cc1ccc(S(=O)(=O)N2CCCCC2)cc1NC(=S)NC(=O)c1ccco1	-1	3	17	-13	-0.7	6	1	-11	-1	-1.0	9
Cc1noc(C)c1S(=O)(=O)N1CCCC(C(=O)Nc2nccs2)C1 (centres undefined)	x	9	2	-14	-0.3	29	2	-8	11	0.4	-4
COc1ccc(NC(=O)CSCC(=O)N(C)CC(=O)Nc2ccc(Cl)c(C(F)(F)F)c2)cc1	-2	-9	1	-18	1.2	x	1	-16	-18	-0.2	-10
COc1ccc(NS(=O)(=O)c2ccc(NC(=O)c3ccc(N(C)S(C)(=O)=O)cc3)cc2)cc1	-2	1	17	-13	0.8	-11	-2	43*	-8	0.1	-11
O=C(/C=C/c1cccc([N+](=O)[O-])c1)N(c1ccccn1)c1ccccn1	-1	1	1	5	-0.7	13	8	3	+	0.4	-13
O=C(OCC(=O)c1ccccc1Br)c1ccncc1	x	8	10	-12	0.5	2	0	-13	6	3.1	-15
COc1cc2c(c(OC)c1OC)C(c1ccc(C)cc1)CC(=O)O2 (centres undefined)	x	-4	3	-2	-1.3	9	-11	-13	x	-0.1	-25
CCOC(=O)C1(Cc2cccc(F)c2)CCN(Cc2nc(CC)[nH]c2C)CC1	0	2	2	-11	-0.6	-20	-5	-13	276	-0.5	-7
O=C(NC1CCCCC1)c1ccc(-c2ccccc2F)o1	-2	2	-3	-1	0.9	-15	6	-9	31	1.3	11
COC(=O)C1(c2ccccc2)NC(c2cccs2)C2C(=O)N(C)C(=O)C21 (centres undefined)	-1	1	-6	-14	-0.1	48	-4	-1	-1	1.9	-9
CCOc1ccc(Br)cc1/C=N/NC(=O)c1ccncc1	1	5	7	2	-1.0	13	-1	-34	19	1.1	-5
Cc1nc2ccccc2c(=O)n1/N=C/c1c(O)ccc2ccccc12	-10	4	x	-6	-0.5	5	1	-6	-10	-0.8	0
Cn1c(COc2ccccc2)nnc1SCC(=O)NCc1ccccc1	-2	5	0	-4	-2.0	x	-5	4	-4	-1.1	-11
CC(=O)c1c(C)[nH]c(C(=O)COC(=O)c2cc(C)oc2C)c1C	0	0	-6	12	1.6	x	-3	-17	5	0.3	-5
O=C(NC1CCCC1)C(c1ccccn1)N(Cc1ccccc1F)C(=O)c1csnn1 (centres undefined)	1	-1	-3	4	-0.4	-7	-3	2	-9	1.2	-8
COc1ccc(N2CCN(C(=O)C(Cc3ccccc3)NC(=O)c3ccccc3)CC2)cc1 (centres undefined)	9	-7	-2	3	0.1	-9	0	-9	x	-0.2	0
O=C(COc1ccccc1/C=C\c1nc(O)c([N+](=O)[O-])c(=O)[nH]1)Nc1ccccc1	31	2	2	1	0.0	-12	-2	-4	x	-1.1	-3
CCCc1nc2oc3c(NCCN(C)C)ncnc3c2c2c1CCCC2	7	0	u	-1	0.0	11	-4	-41	-24	-12	0
N#C/C(C(=O)c1ccccc1)=C1/CCCN1	-5	-4	6	0	0.5	-9	0	0	-7	0.1	-5
Cc1ccc(C(=O)NNC(=O)C2CCN(c3nc(C)cc(C)n3)CC2)cc1	1	-1	1	-4	-1.1	8	2	-9	-1	1.3	10
Cn1c(=O)c2c([nH]c(=S)n2Cc2ccc(Cl)cc2)n(C)c1=O	1	-4	-1	-5	2.9	-28	-2	-1	-5	-1.5	-7
COc1ccc(NC(=O)c2cc(C)cc(C)c2)cc1[N+](=O)[O-]	-2	3	-1	1	-3.3	-10	-2	-5	53	-0.3	2
COc1ccc(Cl)cc1/C=C/c1ccc2cccc(O)c2n1	18	-8	2	5	0.5	-22	-4	-6	187	1.6	-2
CC(C)N1CCN(Cc2cn[nH]c2C2CCCCC2)CC1CCO (centres undefined)	2	-2	4	-8	-1.1	-13	2	-3	-8	1.6	-10
CCOC(=O)C1(S(=O)(=O)c2ccccc2)CCN(Cc2ccc(Cl)cc2)CC1	-3	0	10	-3	-0.1	23	4	-5	16	-0.4	-11
CCN(CC(=O)N1CCOCC1)S(=O)(=O)c1ccc2ccccc2c1	-4	4	-8	-3	-0.6	-3	-2	1	-5	-1.8	-1
CO/N=C/NC(=O)c1c(OC)ccnc1Oc1ccc(Cl)cc1	-1	2	-2	-3	0.1	-14	4	1	-11	-0.6	-10
COc1ccc(NC(=O)C2CCN(S(=O)(=O)c3c(C)noc3C)CC2)cc1OC	-2	-2	7	1	1.7	2	-2	-5	212	0.4	5
CCOC(=O)C1CCCCN1Cc1cccc(Oc2ccccc2)c1 (centres undefined)	-3	-2	6	-7	-2.7	-4	-3	-15	13	0.3	7
Cc1cc(C)n(-c2nc3ccccc3[nH]c2=O)n1	-1	5	-7	2	-2.2	-15	-9	1	-22	0.1	-11
O=[N+]([O-])c1cnccc1NC1CCCCC1	-1	-6	10	5	0.2	5	-6	1	-9	-1.3	5
CNCC(=O)Nc1ccc(Cl)c(C(F)(F)F)c1	5	-2	2	-17	0.9	8	10	-7	12	-0.4	9
COc1cccc(NC(=O)CCNS(=O)(=O)c2ccc(Br)s2)c1	-1	-6	3	-5	0.5	-6	0	-8	3	-1.5	9
O=C(c1ccc(CN2CCc3ccccc3C2)cc1)N1CCc2ccccc2C1	3	9	18	-3	1.0	0	0	-2	-5	0.4	-10
O=C(CN1C(=O)NC2(CCCC2)C1=O)N1CCN(C(=O)c2ccco2)CC1	0	2	-6	0	2.2	-21	-4	-5	16	-1.1	-11
CCOCc1c(C(=O)N2CCN(CCOc3ccc(Cl)cc3)CC2)oc2ccccc12	1	-17	2	-6	-0.5	x	4	-5	x	0.4	-7
Cc1cc(C(=O)NC(C)CCc2ccccc2)ccc1[N+](=O)[O-] (centres undefined)	0	-3	3	-3	0.9	-10	1	-1	-2	0.2	-11
COc1ccccc1CCC(=O)N(CCC1=CCCCC1)c1c(N)n(Cc2ccccc2)c(=O)[nH]c1=O	1	-3	47	10	-0.4	-10	-5	-9	3	0.0	0
COCCN(C(=O)c1ccco1)c1nnc(-c2ccc(F)cc2)s1	0	-5	-3	-6	1.8	-4	2	-19	-7	0.5	-14
COc1ccccc1N1CCN(CCN2C(=O)C3CCCN3C2=O)CC1 (centres undefined)	-2	-10	3	-1	-1.4	10	-2	-3	12	1.2	-3
Cc1cc(NS(=O)(=O)c2ccc(NC(=O)c3c(F)c(F)c(F)c(F)c3F)cc2)nc(C)n1	0	-4	-4	-3	0.4	24	0	-3	1	2.4	1
COc1ccc(CCN(C)C(=O)C2CC(=O)N(Cc3ccc(C)cc3)C2)cc1OC (centres undefined)	1	-3	5	-6	-0.4	16	-5	-2	-16	0.2	3
Cc1ccc(CNC(=O)C2CCCN2C(=O)NCc2ccccc2)cc1 (centres undefined)	1	-2	8	-18	0.2	5	3	-5	15	-1.5	-12
COc1ccc(CC(=O)OCc2nnc(-c3ccccc3)o2)cc1	-2	2	-1	-1	-1.0	-11	1	-2	1	-1.7	-13
O=C(Cn1cnc2c(NCc3ccccc3)ncnc21)NCC1CCCO1 (centres undefined)	x	-6	3	2	0.4	-8	-3	-1	x	0.3	-1
CCOc1cc(C)c(S(=O)(=O)NC2CC(C)(C)NC(C)(C)C2)cc1C	-11	-4	7	-3	0.8	-2	1	-7	-3	3.7	9
Cc1ccc2c(c1)N(CCC(=O)NCCCN1CCCC1)C(=O)CO2	6	-1	14	-3	-0.5	23	-5	-10	111	-0.9	-17
Clc1ccccc1-c1nnc(-c2cccs2)o1	-2	2	-4	-3	0.8	-14	1	-11	-2	0.6	-5
COc1ccc(C(=O)C(CCCCC(CN(C)C)C(=O)c2ccc(OC)cc2)CN(C)C)cc1 (centres undefined)	9	2	-6	2	0.4	7	4	-6	-9	0.3	-14
COc1ccc(NC(=O)CN2C(=O)COc3ccc(C)cc32)c(OC)c1	21	0	6	2	-0.5	-23	-5	-6	2	-2.4	2
O=C(NCc1ccco1)C(c1ccco1)N(CCc1ccccc1)C(=O)Cn1nnc2ccccc21 (centres undefined)	1	-4	-2	-4	0.8	10	-2	3	i	-0.9	-7
